Screens: PubChem BioAssay, several laboratories
LRH-1 inv ag: NR5A2 inverse agonism in reporter assay; actives 0.13% (n = 360,000); O00482; AID 602396; inhibition, % at 3.6 µM; HEK293T StAR-luciferase reporter, LRH-1 transfected, 24 h;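 active = inhibition above the mean inhibition of all tested compounds plus 3 SD, cut at about 73% in these data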;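 also: 0% = DMSO wells and 100% = reporter-only cells lacking LRH-1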
TROY signal inh: TROY signaling inhibition | Q293 LMP1-TROYcd NF-kB luciferase reporter, 4 h | inhibition, % at 10 µM | actives 0.98% (n = 360,000) | AID 1347056;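 active = compounds whose plate-normalised and pattern-corrected inhibition of the luciferase reporter signal at the single screening dose is 50% or more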
SRC3 inh: human NCOA3 inhibition | inhibition, % at 3.6 µM | Q9Y6Q9 | HEK293 GAL4-SRC3 luciferase reporter, luminescence | AID 588352 | actives 0.17% (n = 360,000);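 active = inhibition above a per-campaign cutoff, the mean of all compounds plus 3 SD, cut at about 60% in these data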;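 also: 0% = DMSO-treated cells and 100% = gossypol-treated cells at 36 µM; higher means less SRC3-driven luciferase light from the GAL4 reporter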
NR2F2 inh: NR2F2 (human) inhibition, primary screen; inhibition, % at 8.6 µM; AID 686940; actives 0.7% (n = 370,000); P24468; HEK293T NGFI-A luciferase reporter, luminescence;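 active = inhibition above a per-plate cutoff, mean inhibition of test wells between control levels plus 3 SD, cut at about 38% in these data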;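 also: cells cotransfected with COUP-TFII expression vector driving the NGFI-A reporter; 0% = median of COUP-TF2 test wells and 100% = reporter-only cells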
SRC1 inh: inhibitors of human steroid receptor coactivator 1 (SRC1). actives 0.12% (n = 360,000). AID 588354. HEK293 GAL4-SRC1 luciferase reporter, luminescence. inhibition, % at 3.6 µM;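 active = inhibition above the campaign mean plus 3 SD, with each screening campaign given its own cutoff, cut at about 60% in these data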;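 also: 0% = DMSO treated cells and 100% = gossypol at 36 µM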
CF NFkB block: inhibitors of cystic fibrosis induced NF-kB; inhibition, % at 5 µM; KKLEB NF-kB-GFP reporter, PAF-induced, GFP fluorescence overnight; actives 0.86% (n = 360,000); AID 588850;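 active = at least 50% inhibition at 5 µM, scaled per plate between neutral and stimulator controls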;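 also: PAF is a Pseudomonas aeruginosa culture filtrate used as stimulus; plate controls were PAF-stimulated DMSO wells for no effect and unstimulated DMSO wells for full effect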
EBV LMP1 NFkB: inhibitors of Epstein-Barr LMP1-induced NF-kappaB reporter; inhibition, % at 12.5 µM; actives 0.69% (n = 350,000); AID 504558; LMP1-induced NF-kappaB luciferase reporter cells, luminescence; in the data active = inhibition above about 41%;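 also: 0% = neutral control wells and 100% = reference inhibitor control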
TRAIL sens C8: sensitizes caspase-8 expressing cells to TRAIL. NB7+C8 cells + TRAIL, ATPlite viability luminescence. inhibition (viability loss, TRAIL sensitization), % at 10 µM. actives 1% (n = 360,000);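 active = compounds causing at least 50% loss of cell viability in the single-dose screen, relative to plate controls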
TWEAK-Fn14 inh: TWEAK-Fn14 signaling inhibition; TWEAK-stimulated Fn14 reporter cells, luciferase luminescence, 8 h; inhibition, % at 10 µM; actives 2% (n = 360,000); in the data active = inhibition above about 50%
KKLEB tox: counter-screen for CF NF-kB inhibitors: cytotoxicity | actives 0.36% (n = 360,000) | KKLEB CF airway cells viability, ATPlite luminescence, overnight; active compounds read low; cells stimulated with P. aeruginosa culture filtrate | activity change (cytotoxicity), % at 5 µM;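 active = corrected activity change at or below -50% at 5 µM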
NCOA2 inhibitor: inhibits human steroid receptor coactivator 2; HEK293 GAL4-SRC2 luciferase reporter, luminescence; inhibition, % at 9 µM; actives 0.17% (n = 370,000); AID 651957;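 active = inhibition above the mean inhibition of all tested compounds plus 3 SD, set per campaign, cut at about 52% in these data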;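 also: 0% = DMSO treated cells and 100% = cells given Gossypol at 36 µM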
Active calls of the source: *.

Screening CCC(C)(C)NC(=O)c1cccc(NC(=O)C(C)C)c1 returned LRH-1 inv ag -4.9, TROY signal inh 25.6, SRC3 inh 11.0, NR2F2 inh 14.6, SRC1 inh 5.7, CF NFkB block 5.9, EBV LMP1 NFkB 2.9, TRAIL sens C8 0.1, TWEAK-Fn14 inh 1.2, KKLEB tox -6.8 and NCOA2 inhibitor 5.2.
`COc1ccc(N(C(=O)CNC(=O)c2ccco2)C(C(=O)NCC2CCCO2)c2ccccc2)cc1Cl` (centres undefined) gave LRH-1 inv ag -4.3, TROY signal inh 2.9, SRC3 inh -11.1, NR2F2 inh 14.1, SRC1 inh 3.3, CF NFkB block -6.6, EBV LMP1 NFkB -5.8, TRAIL sens C8 -1.0, TWEAK-Fn14 inh 3.8, KKLEB tox 3.9 and NCOA2 inhibitor -19.2.
Screening Cn1c(-c2c(N)n(CCc3ccccc3)c3nc4ccccc4nc23)nc2ccccc21 returned LRH-1 inv ag 10.7, TROY signal inh 6.3, SRC3 inh -9.2, SRC1 inh 11.8, CF NFkB block -42.4, EBV LMP1 NFkB -10.2, TRAIL sens C8 4.8, TWEAK-Fn14 inh 0.2 and KKLEB tox 0.0.
`C=CCn1c(COc2cccc3ccc(C)nc23)nnc1SCC(=O)OC` gave LRH-1 inv ag 15.7, TROY signal inh 1.6, SRC3 inh -14.7, NR2F2 inh -19.9, SRC1 inh -2.1, CF NFkB block -6.3, EBV LMP1 NFkB -14.9, TRAIL sens C8 -4.6, TWEAK-Fn14 inh -14.0, KKLEB tox -5.3 and NCOA2 inhibitor -7.5.
Screening Cn1c(SCC(=O)c2ccccc2)nnc1-c1cccc(N)c1 returned LRH-1 inv ag -51.6, TROY signal inh -34.0, SRC3 inh -36.8, NR2F2 inh -28.3, SRC1 inh -24.5, CF NFkB block 8.5, EBV LMP1 NFkB -7.6, TRAIL sens C8 11.4, TWEAK-Fn14 inh -5.6, KKLEB tox -4.2 and NCOA2 inhibitor -37.5.
For COc1cc(OC)cc(C(=O)OCC(=O)Nc2cccc(S(=O)(=O)NC3=NCCCCC3)c2)c1 the results were LRH-1 inv ag 9.1, TROY signal inh 9.2, SRC3 inh 2.2, NR2F2 inh 1.2, SRC1 inh -5.5, CF NFkB block 13.4, EBV LMP1 NFkB 7.4, TRAIL sens C8 -0.6, TWEAK-Fn14 inh 32.8, KKLEB tox -19.7 and NCOA2 inhibitor 9.1.
`CCOC(=O)c1sc(N)c(C(=O)Nc2ccccc2)c1C` gave LRH-1 inv ag -76.4, TROY signal inh -30.3, SRC3 inh -16.7, NR2F2 inh -25.5, SRC1 inh -19.4, CF NFkB block -3.9, EBV LMP1 NFkB -5.9, TRAIL sens C8 2.7, TWEAK-Fn14 inh -26.7, KKLEB tox 11.4 and NCOA2 inhibitor -36.7.
CC1CCC2(CC1)NC(=O)N(CC(=O)N1CCN(C(=O)c3ccco3)CC1)C2=O (centres undefined) was read as LRH-1 inv ag 16.7, TROY signal inh -9.8, SRC3 inh 4.1, NR2F2 inh 3.4, SRC1 inh -4.3, CF NFkB block 13.0, EBV LMP1 NFkB -12.4, TRAIL sens C8 -7.0, TWEAK-Fn14 inh 9.1, KKLEB tox 5.3 and NCOA2 inhibitor 3.3.
Screening O=C(O)CC(c1cccc(Cl)c1)n1cccc1 (centres undefined) returned LRH-1 inv ag -5.2, TROY signal inh -6.6, SRC3 inh 7.0, NR2F2 inh 3.9, SRC1 inh -2.0, CF NFkB block 12.2, EBV LMP1 NFkB 6.2, TRAIL sens C8 -14.9, TWEAK-Fn14 inh -0.5, KKLEB tox -3.1 and NCOA2 inhibitor 2.4.
Cc1cccc(-n2cnc(C(=O)NC3CCCCCC3)c2)n1 was read as LRH-1 inv ag -93.6, TROY signal inh -20.2, SRC3 inh -54.0, NR2F2 inh -34.6, SRC1 inh -75.0, CF NFkB block 2.2, EBV LMP1 NFkB -19.5, TRAIL sens C8 0.5, TWEAK-Fn14 inh -23.5, KKLEB tox 0.9 and NCOA2 inhibitor -49.5.
O=c1c2ccccc2c(-c2ccc(Br)cc2)nn1Cc1ccccc1 was read as LRH-1 inv ag -10.5, TROY signal inh 3.4, SRC3 inh 3.8, NR2F2 inh -5.4, SRC1 inh 3.7, CF NFkB block 9.5, EBV LMP1 NFkB -3.8, TRAIL sens C8 -3.0, TWEAK-Fn14 inh -8.8, KKLEB tox 5.2 and NCOA2 inhibitor 4.8.
Screening CC1=C(SCCC#N)S/C(=C2\SC(C)=C(SCCC#N)S2)S1 returned LRH-1 inv ag 5.1, TROY signal inh 21.5, SRC3 inh 13.8, NR2F2 inh 3.9, SRC1 inh 1.8, CF NFkB block 3.7, EBV LMP1 NFkB -6.6, TRAIL sens C8 -6.7, TWEAK-Fn14 inh 1.0, KKLEB tox -20.4 and NCOA2 inhibitor 20.1.
Screening CSc1nc(O)c(Cc2ccccc2)c(=O)[nH]1 returned LRH-1 inv ag -2.3, TROY signal inh 8.6, SRC3 inh 3.8, NR2F2 inh 14.3, SRC1 inh 1.4, CF NFkB block -11.0, EBV LMP1 NFkB 3.0, TRAIL sens C8 1.2, TWEAK-Fn14 inh -8.5, KKLEB tox 13.7 and NCOA2 inhibitor 3.3.
Screening Cc1ccccc1C(=O)N[C@H](C(=O)OCC(=O)c1ccc[nH]1)C(C)C returned LRH-1 inv ag 4.9, TROY signal inh -6.6, SRC3 inh -2.4, NR2F2 inh -1.4, SRC1 inh -8.5, CF NFkB block -3.9, EBV LMP1 NFkB -3.1, TRAIL sens C8 -5.8, TWEAK-Fn14 inh 4.8, KKLEB tox 14.8 and NCOA2 inhibitor 7.7.
`COc1ccc(S(=O)(=O)N2CCCC2C(=O)Nc2ccc(C)cc2)cc1` (centres undefined) gave LRH-1 inv ag 3.5, TROY signal inh 7.9, SRC3 inh 4.3, NR2F2 inh -3.4, SRC1 inh 1.8, CF NFkB block -15.0, EBV LMP1 NFkB -1.0, TRAIL sens C8 2.4, TWEAK-Fn14 inh -11.8, KKLEB tox 5.8 and NCOA2 inhibitor -6.6.
Screening C[C@@H]1CN([C@H](C)CO)S(=O)(=O)c2ccc(C#C[C@@H](C)O)cc2O[C@@H]1CN(C)Cc1ccc(-c2ccccc2)cc1 returned LRH-1 inv ag 16.9, TROY signal inh -1.2, SRC3 inh 10.6, NR2F2 inh 7.2, SRC1 inh -4.8, CF NFkB block 16.7, EBV LMP1 NFkB -5.5, TRAIL sens C8 -0.8, TWEAK-Fn14 inh -2.5, KKLEB tox -12.5 and NCOA2 inhibitor 18.2.
For C=CCN(c1ccccc1)S(=O)(=O)c1cccc(C(=O)NC2CCC(O)CC2)c1 (centres undefined) the results were LRH-1 inv ag 8.6, TROY signal inh -9.6, SRC3 inh 8.8, NR2F2 inh 15.9, SRC1 inh 5.8, CF NFkB block -0.6, EBV LMP1 NFkB 16.4, TRAIL sens C8 -9.7, TWEAK-Fn14 inh 2.9, KKLEB tox -19.4 and NCOA2 inhibitor 5.7.
COc1ccc(-c2ccc(SCC(=O)c3cccs3)nn2)cc1 was read as LRH-1 inv ag -89.8, TROY signal inh -53.9, SRC3 inh -24.0, NR2F2 inh -27.3, SRC1 inh -41.7, CF NFkB block 7.8, EBV LMP1 NFkB -22.7, TRAIL sens C8 15.8, TWEAK-Fn14 inh -2.9, KKLEB tox -5.0 and NCOA2 inhibitor -56.6.
`CCCCn1c(NCc2ccccc2NS(=O)(=O)c2ccc(C)cc2)nc2ccccc21` gave LRH-1 inv ag 5.4, TROY signal inh 9.9, SRC3 inh 11.7, NR2F2 inh 12.8, SRC1 inh -2.4, CF NFkB block -6.4, EBV LMP1 NFkB 0.0, TRAIL sens C8 1.0, TWEAK-Fn14 inh 46.9, KKLEB tox -1.4 and NCOA2 inhibitor 7.2.
Screening Cn1c(SCc2ccccc2)nc(N)c(N=O)c1=O returned LRH-1 inv ag -12.1, TROY signal inh 36.0, SRC3 inh -16.5, NR2F2 inh -16.7, SRC1 inh -23.1, CF NFkB block 34.6, TRAIL sens C8 -14.2, TWEAK-Fn14 inh -12.6, KKLEB tox -12.6 and NCOA2 inhibitor -0.7.
For COc1ccc(C)cc1NC(=O)C(=O)N/N=C(\C)CC(=O)Nc1cccnc1 the results were LRH-1 inv ag -0.4, TROY signal inh 3.0, SRC3 inh 9.1, NR2F2 inh -12.4, SRC1 inh 8.0, CF NFkB block -12.0, EBV LMP1 NFkB -1.8, TRAIL sens C8 -23.0, TWEAK-Fn14 inh -6.5, KKLEB tox 8.4 and NCOA2 inhibitor 3.7.
CC(=O)Nc1cccc(-c2cn3ccccc3n2)c1 was read as LRH-1 inv ag -30.9, TROY signal inh -30.3, SRC3 inh 1.1, NR2F2 inh -21.5, SRC1 inh -13.3, CF NFkB block 2.5, EBV LMP1 NFkB -20.0, TRAIL sens C8 3.6, TWEAK-Fn14 inh -11.4, KKLEB tox -3.2 and NCOA2 inhibitor -22.4.
For O=C(c1ccco1)n1nc(-c2ccc(Cl)cc2)nc1NCc1ccco1 the results were LRH-1 inv ag -2.1, TROY signal inh -32.8, SRC3 inh -14.9, NR2F2 inh 0.5, SRC1 inh -11.3, CF NFkB block 15.2, EBV LMP1 NFkB -6.9, TRAIL sens C8 2.0, TWEAK-Fn14 inh 0.6, KKLEB tox -7.7 and NCOA2 inhibitor -13.4.
Screening O=C1OCCN1/N=C/c1ccc([N+](=O)[O-])o1 returned LRH-1 inv ag -8.3, TROY signal inh 7.1, SRC3 inh 14.2, NR2F2 inh 6.6, SRC1 inh -3.3, CF NFkB block 1.3, EBV LMP1 NFkB -1.2, TRAIL sens C8 0.0, TWEAK-Fn14 inh -0.3, KKLEB tox 9.2 and NCOA2 inhibitor 16.7.
Screening CCn1cc(C(=O)Nc2ccc(NC(=O)c3ccco3)cc2)c(=O)c2ccc(C)nc21 returned LRH-1 inv ag -14.9, TROY signal inh -0.8, SRC3 inh 9.2, NR2F2 inh -0.4, SRC1 inh -14.3, CF NFkB block 2.4, EBV LMP1 NFkB 4.2, TRAIL sens C8 14.5, TWEAK-Fn14 inh -18.0, KKLEB tox -6.0 and NCOA2 inhibitor 1.2.
CN(C)/C=N/c1ncc(C(=O)c2ccccc2)s1 was read as LRH-1 inv ag -65.0, TROY signal inh -55.9, SRC3 inh -92.4, NR2F2 inh -42.0, SRC1 inh -100.1, CF NFkB block 1.6, EBV LMP1 NFkB -6.0, TRAIL sens C8 -18.8, TWEAK-Fn14 inh 0.2, KKLEB tox -5.7 and NCOA2 inhibitor -44.4.
Screening CCOC(=O)C1=C(C)OC(N)=C(C(=O)OCC)C1c1cccnc1 (centres undefined) returned LRH-1 inv ag 12.4, TROY signal inh 1.4, SRC3 inh 5.4, NR2F2 inh -17.7, SRC1 inh 8.6, CF NFkB block 1.8, EBV LMP1 NFkB -4.0, TRAIL sens C8 7.3, TWEAK-Fn14 inh 8.3, KKLEB tox 0.0 and NCOA2 inhibitor -52.5.

Not a hit list; any-hit rate near 4.2%.
